Source: PubChem BioAssay
RGS4 pot: RGS4 potentiation or activation. HEK293 M3R/inducible RGS4, carbachol calcium flux Fluo4; stronger effect = lower value. B-score at 10 µM. 310,000 tested, 0.92% active. AID 463111;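 active means B-score of the integrated calcium signal more than 4 SD below the library mean, with starting fluorescence not abnormally high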;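 further: negative B-score means reduced calcium response which marks RGS4 activation or potentiation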
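Reagent: ECmax carbachol challenge; Test system: M3R-expressing HEK293 line, RGS4 induced by doxycycline; Schedule: overnight RGS4 induction, 30 min dye load 37 °C, 20 min compound RT; Detection: calcium dye Fluo4 fluorescence; Read-out: Agonist-evoked peak-minus-minimum fluorescence over baseline, integrated ratio, B score.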
MrgX1 allo act: human MrgX1 positive allosteric modulation, primary screen; Q96LB2; MrgX1-HEK293, Fluo-4 calcium flux, FDSS; stronger effect = higher value; B-score at 10 µM; 310,000 tested, 0.63% active;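 active means plate-corrected calcium response at least 3 library SD above typical, normal starting fluorescence, not activating the receptor alone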;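 further: compound read alongside a low EC10 to EC30 dose of BAM8-22 agonist; peak minus trough fluorescence over baseline measured at the second addition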
Target sequence (Q96LB2 whole entry, looked up): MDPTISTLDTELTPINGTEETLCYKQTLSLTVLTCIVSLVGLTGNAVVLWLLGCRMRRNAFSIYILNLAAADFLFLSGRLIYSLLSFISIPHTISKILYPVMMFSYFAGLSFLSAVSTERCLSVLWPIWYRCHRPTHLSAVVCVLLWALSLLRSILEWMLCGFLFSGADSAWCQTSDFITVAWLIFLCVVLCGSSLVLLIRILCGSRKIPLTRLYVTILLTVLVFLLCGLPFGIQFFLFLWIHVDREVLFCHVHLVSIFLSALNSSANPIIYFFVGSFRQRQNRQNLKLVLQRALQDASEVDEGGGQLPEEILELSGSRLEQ
TRPC6 inh: inhibitors of mouse TRPC6 channel. Q61143. HEK293-TRPC6, membrane potential dye, ACh-evoked depolarization; stronger effect = lower value. B-score at 10 µM. 310,000 tested, 1.1% active;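 active means B-score under library mean minus 3 SD, initial fluorescence not abnormally high, positive integrated signal ratio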;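 further: B-score derived from integrated fluorescence ratio over the kinetic read; more negative B-score means stronger inhibition of depolarization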
RGS4 block: human RGS4 inhibition; P49798; HEK293 M3R/RGS4 inducible, Fluo-4 calcium flux; stronger effect = higher value; triggered by carbachol at its EC20; B-score at 10 µM; 310,000 tested, 0.45% active;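 active means B-score, a plate-corrected calcium signal, over three deviations above library mean, with baseline fluorescence within five deviations of library mean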;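 further: RGS4 expression induced by doxycycline in cells with stable M3 receptor; B-score is computed from the integrated fluorescence ratio over baseline after carbachol; higher B-score means a larger calcium signal and so more RGS4 inhibition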
Target sequence (P49798 whole entry, looked up): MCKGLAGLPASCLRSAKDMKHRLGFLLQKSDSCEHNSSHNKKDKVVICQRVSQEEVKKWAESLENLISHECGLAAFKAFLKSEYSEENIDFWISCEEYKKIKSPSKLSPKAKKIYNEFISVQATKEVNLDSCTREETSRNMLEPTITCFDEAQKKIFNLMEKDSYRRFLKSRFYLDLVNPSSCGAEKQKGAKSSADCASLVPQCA
MrgX1 ag: agonists of human MrgX1 receptor; MrgX1-HEK293 cells, Fluo-4 calcium fluorescence, agonist mode; stronger effect = higher value; B-score at 10 µM; 310,000 tested, 0.44% active;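 active means calcium response B-score plate-corrected fluorescence ratio at least 3 library SD, with starting fluorescence B-score inside 5 SD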
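System – MrgX1-expressing HEK293 cells · Incubation – cells plated overnight, dye loaded 0.5 h 37 °C, 0.5 h room temperature · Technique – kinetic Fluo-4 NW fluorescence of intracellular calcium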
Platelet DG rel: platelet dense granule release activity; inhibition, %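 (compounds screened at 7.5 µM in platelet-rich plasma)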; human platelet-rich plasma, SFLLRN dense granule ATP release, luminescence; 300,000 tested, 0.22% active; AID 1663;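 active means mean replicate score, as percent of positive control, at or above 50; inconclusive means mean below 50 but at least one replicate at or above 50; inactive means mean and every replicate below 50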
TRPC4 block: inhibitors of mouse TRPC4 channel | HEK293 TRPC4beta/mu-opioid, DAMGO-evoked Fluo4 calcium flux; stronger effect = lower value | 300,000 tested, 0.39% active | B-score at 10 µM | AID 2247;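 active means B-score over 3 SD under the library average, no early fluorescence shift, positive overall ratio signal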
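Test system – stable TRPC4beta/mu-opioid receptor HEK293 cells · Probe or stimulus – DAMGO, a submaximal dose followed by a maximal one · Dosing – one concentration per compound · Signal – Fluo4 calcium fluorescence by kinetic imaging, 5 s 1 Hz baseline · Evaluation – per-well B score of integrated baseline-normalized Fluo4 ratio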
SKKanGAS inh: SKKanGAS growth inhibition | 300,000 tested, 1.3% active | S. pyogenes SKKanGAS, kanamycin growth, BacTiter-Glo, 6 h | inhibition, % at 7.5 µM;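 active means mean replicate score, as percent of positive control median, at least 50; inconclusive means mean below 50 but one replicate at or above 50; inactive means mean and every replicate below 50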;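 further: strain carries kanamycin resistance gene driven by streptokinase promoter and grows in 40 µg/ml kanamycin; loss of luminescence reflects streptokinase promoter inhibition or plain growth inhibition; 0% = median of DMSO wells and 100% = positive control at its reference dose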
MrgX1 antag: blocks BAM8-22 activation of human MrgX1 receptor | Q96LB2 | MRGX1-HEK293 calcium flux, Fluo-4, BAM8-22 antagonism; stronger effect = lower value | B-score at 10 µM | 310,000 tested, 1.3% active | AID 588676;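 active means calcium-response B-score plate-corrected more than 3 library SD below zero, starting fluorescence within 5 deviations, no agonist response on first addition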;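 further: peak minus trough fluorescence over baseline after final BAM8-22 challenge near maximal dose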
TRPC6 activator: mouse TRPC6 channel activation | HEK293-TRPC6 membrane potential dye fluorescence; stronger effect = higher value | B-score at 10 µM | 310,000 tested, 0.13% active | Q61143 | AID 2550;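 active means B-score of the integrated fluorescence ratio above library mean plus 3 SD, and starting fluorescence ratio within library mean plus 5 SD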;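 further: higher score means more depolarization so channel activation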
HIF activator: HIF pathway transcriptional activation; U2OS HRE-luciferase reporter, luminescence; normalized: DMSO 0%, desferrioxamine 100%; activation, % at 7.5 µM (by protocol); 300,000 tested, 0.32% active; AID 1910;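 active means mean activation of at least 10% of the iron chelator positive control signal, with at least half of replicates also reaching 10%; inconclusive means mean and replicate majority disagree about reaching 10%; inactive means mean and most replicates under 10%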
Starred values were filed as active, the others as inactive; i = inactive; ? = inconclusive; · = no result given.

SMILES	RGS4 pot	MrgX1 allo act	TRPC6 inh	RGS4 block	MrgX1 ag	Platelet DG rel	TRPC4 block	SKKanGAS inh	MrgX1 antag	TRPC6 activator	HIF activator
CCCn1c(=O)[nH]c(=O)c2c1nc(-c1cc([N+](=O)[O-])ccc1Cl)n2CCOC	i	i	i	i	i	8.5	i	1.1	i	i	1.1
O=c1[nH]c2ccc(NC(=S)NCc3ccccc3)cc2[nH]1	i	i	i	i	i	-1.7	i	-2.9	i	i	0.4
COc1ccc(CCNC(=O)Cn2nc(C)n3nc(-c4ccccc4)cc3c2=O)cc1OC	i	i	i	i	i	0.6	i	1.0	i	i	·
O=C(CCN1C(=O)[C@@H]2Cc3ccccc3CN2C1=O)NCc1ccc(Cl)cc1	i	i	i	i	i	-3.5	i	-5.1	i	i	-0.3
Cc1cc(F)ccc1NS(=O)(=O)c1c(C(=O)N2CCOCC2)c(C)n(C)c1C	i	i	i	i	i	0.7	i	-2.8	i	i	0.3
Cc1cccn2c(CNCCc3ccco3)c(C(=O)N3CCOCC3)nc12	i	·	i	i	·	-7.2	i	-0.8	·	i	2.3
CCOc1[nH]n(-c2ccccc2)c(=O)c1C=Nc1ccc(C)cc1	i	i	i	i	i	14.4	i	-4.1	i	i	-0.1
Cc1ccc(S(=O)(=O)N/N=C/c2c[nH]c3ccccc23)cc1	i	i	i	i	i	4.0	i	-11.5	i	i	1.4
CCOC(=O)N1CCC(NC(=O)Cn2cccc2C(=O)c2ccccc2)CC1	i	i	i	i	i	-4.6	i	-4.6	i	i	0.3
COc1ccc(C2/C=C\CN(C(=O)C3CCCCC3)CC(=O)N2Cc2ccc(F)cc2)cc1 (centres undefined)	i	i	i	i	i	-2.8	i	4.2	i	i	0.0
O=C(N=Nc1c(O)n(Cc2ccccc2)c2ccccc12)c1ccc(O)cc1	i	i	i	i	i	6.5	i	43.7	i	i	8.6
CCN1CCN(c2cc(C)c3cc(NC(=O)c4ccncc4)ccc3n2)CC1	i	i	-5.48*	i	i	24.3	i	-0.2	i	i	0.4
Cc1ccc(N(CCC#N)C(=O)COC(=O)c2nc3nc(C)cc(C)n3n2)cc1	i	i	i	i	i	0.8	i	-5.4	i	i	0.1
COc1ccc(NC(=O)/C(C#N)=C\c2ccc(-c3cccc(C(=O)O)c3C)o2)cc1	i	i	i	i	i	0.7	i	12.2	i	i	1.2
O=S(=O)(NCC(c1ccc2c(c1)OCO2)N1CCOCC1)c1ccc(Br)cc1 (centres undefined)	i	i	i	i	i	13.6	i	-6.6	i	i	0.0
O=C(NCCCN1CCN(c2cccc(Cl)c2)CC1)c1nc(-c2ccncc2)no1	i	i	i	i	i	1.6	i	-4.3	i	i	-0.2
COc1cc2c(cc1OC)-c1cc3ccc4c(c3c[n+]1CC2)OCO4	i	i	-7.36*	i	i	-12.3	i	7.9	i	i	-6.1
Cc1ccc(C)c(N(CC(=O)NC2CCCC2)S(=O)(=O)c2ccccc2)c1	i	i	i	i	i	9.5	i	3.3	i	i	-0.3
Cc1ccccc1CNC(=O)CCC(=O)N1CCOc2ccc(Cl)cc21	i	i	i	i	i	-3.9	i	-4.6	i	i	0.1
CCOc1ccccc1C(=O)n1nc2nc(C)cc(C)c2c1N	i	i	i	i	i	-10.6	i	0.8	i	i	-0.2
CC(CCc1ccc(O)cc1)NC(c1ccccc1)c1ccc(Cl)cc1 (centres undefined)	i	i	i	i	i	4.7	i	9.1	i	i	-31.9
COc1ccc(CCNC(=O)CNS(=O)(=O)c2ccc(N(C)C)c([N+](=O)[O-])c2)cc1OC	i	i	i	i	i	-7.4	i	-10.0	i	i	-32.6
COC(=O)c1ccc(NC(=O)c2cc(Cl)ccc2OC)cc1	i	i	i	i	i	-0.3	i	-3.9	i	i	0.1
COCCCN1C(=O)c2ccc(C(=O)Nc3ccccc3Cl)cc2C1=O	i	i	i	i	i	4.0	i	-0.6	i	i	-1.1
CCn1c(SCC(=O)OCc2ccccc2)nnc1-c1ccco1	i	i	i	i	i	14.2	i	2.3	i	i	-0.3
Cc1ccc[n+](CC(=O)c2cc3ccccc3oc2=O)c1	-9.89*	i	-6.5*	i	i	-0.9	i	-4.5	i	i	0.1
CCOC(=O)C1=C(COC(=O)COc2ccc(C(C)=O)cc2)NC(=O)NC1C (centres undefined)	i	i	i	i	i	-8.3	i	-2.3	i	i	-0.5
O=C(COn1nnc2ccccc21)N1CCN(Cc2ccccc2)CC1	i	i	i	i	i	-3.2	·	5.7	i	i	2.3
O=C(O)c1cccnc1SC1CC(=O)N(c2cccc(C(F)(F)F)c2)C1=O (centres undefined)	i	i	i	i	i	24.7	i	-2.5	i	i	0.0
O=C(O)c1ccccc1C(=O)c1ccc2c(c1)N(Cc1cccc(F)c1)C(=O)CO2	i	i	i	i	i	-0.6	i	6.4	i	i	0.0
CCC(C)(C)NC(=O)c1ccc(Br)o1	i	i	i	i	i	12.3	i	-6.8	i	i	-0.6
COc1cc(OC)cc(C(=O)Nc2ccc(S(=O)(=O)Nc3ccccn3)cc2)c1	i	i	i	i	i	0.9	i	-0.4	i	i	-0.9
O=C(NCCc1c[nH]c2ccccc12)c1cc(Cl)c2c(c1)OCO2	i	i	i	i	i	-8.8	i	1.2	i	i	3.0
CCOc1ccc2cc(S(=O)(=O)n3ccnc3C)ccc2c1	i	i	i	i	i	-7.1	i	-9.5	i	i	-0.6
CC1C(=O)N(Cc2ccc([N+](=O)[O-])cc2)c2ccccc2N1C(=O)C1CC1 (centres undefined)	i	i	i	i	i	-11.6	i	-1.6	i	i	0.6
CSc1cccc(NC(=S)N(CCC(C)C)C(C)c2ccncc2)c1 (centres undefined)	i	i	i	i	i	-3.4	i	20.1	i	i	1.1
COCCCNC(=O)COc1ccc(S(=O)(=O)NCc2ccccc2)cc1Cl	i	i	i	i	i	-6.9	i	-4.4	i	i	-0.6
CCOC(=O)c1sc2nc(C)nc(NCc3cccnc3)c2c1C	i	i	i	i	i	1.7	i	6.2	i	i	0.1
N#Cc1ccccc1NC(=O)c1ccc(-c2ccccc2Cl)o1	i	i	i	i	i	6.0	i	7.7	i	i	2.8
COc1ccc(-c2[nH]ncc2CN2CCCO2)cc1F	i	i	i	i	i	-23.3	i	-2.5	i	i	0.4
COc1ccccc1-n1cnc(N)c1C(C)=O	i	i	i	i	i	-1.4	i	4.2	i	i	0.1
CC(=O)N1c2ccc(S(=O)(=O)NCc3ccco3)cc2CC1C (centres undefined)	i	i	i	i	i	-6.2	i	1.2	i	i	-1.0
S=c1[nH]nc(-c2cnccn2)n1-c1ccccc1	i	i	i	i	i	-17.6	i	0.8	i	i	0.1
COc1ccc2oc(C(=O)N3CCN(C(c4ccccc4)c4ccccc4)CC3)c(C)c2c1	i	i	i	i	i	1.3	i	?	i	i	0.5
Cc1nn(Cc2ccc(F)cc2)c2sc(C(=O)Nc3ccc(N4CCOCC4)cc3N3CCOCC3)cc12	i	i	i	i	i	2.6	i	30.0	i	i	-0.7

Record cards (already shown).
Shown for `COc1ccc2oc(C(=O)N3CCN(C(c4ccccc4)c4ccccc4)CC3)c(C)c2c1` = RGS4 pot: i; MrgX1 allo act: i; TRPC6 inh: i; RGS4 block: i; MrgX1 ag: i; Platelet DG rel: 1.3; TRPC4 block: i; SKKanGAS inh: ?; MrgX1 antag: i; TRPC6 activator: i; HIF activator: 0.5
Shown for `CCOc1ccc2cc(S(=O)(=O)n3ccnc3C)ccc2c1` = RGS4 pot: i; MrgX1 allo act: i; TRPC6 inh: i; RGS4 block: i; MrgX1 ag: i; Platelet DG rel: -7.1; TRPC4 block: i; SKKanGAS inh: -9.5; MrgX1 antag: i; TRPC6 activator: i; HIF activator: -0.6

Three compounds out of the list, arranged by length of the SMILES, largest number first.
SMILES	RGS4 pot	MrgX1 allo act	TRPC6 inh	RGS4 block	MrgX1 ag	Platelet DG rel	TRPC4 block	SKKanGAS inh	MrgX1 antag	TRPC6 activator	HIF activator
COc1cc(OC)cc(C(=O)Nc2ccc(S(=O)(=O)Nc3ccccn3)cc2)c1	i	i	i	i	i	0.9	i	-0.4	i	i	-0.9
CSc1cccc(NC(=S)N(CCC(C)C)C(C)c2ccncc2)c1 (centres undefined)	i	i	i	i	i	-3.4	i	20.1	i	i	1.1
COc1ccc(-c2[nH]ncc2CN2CCCO2)cc1F	i	i	i	i	i	-23.3	i	-2.5	i	i	0.4

The listing picks up, repeating the two entries before the break.
SMILES	RGS4 pot	MrgX1 allo act	TRPC6 inh	RGS4 block	MrgX1 ag	Platelet DG rel	TRPC4 block	SKKanGAS inh	MrgX1 antag	TRPC6 activator	HIF activator
COc1ccc2oc(C(=O)N3CCN(C(c4ccccc4)c4ccccc4)CC3)c(C)c2c1	i	i	i	i	i	1.3	i	?	i	i	0.5
Cc1nn(Cc2ccc(F)cc2)c2sc(C(=O)Nc3ccc(N4CCOCC4)cc3N3CCOCC3)cc12	i	i	i	i	i	2.6	i	30.0	i	i	-0.7
COc1ccccc1/C=N/NC1=NCCCCC1	i	i	i	i	i	10.0	i	0.7	i	i	0.1
O=C(CNC(=S)NC(=O)c1ccco1)c1ccccc1	i	i	i	i	i	-5.4	i	-6.2	i	i	-23.9
CN1CCCC(OC(=O)c2ccc(C(C)(C)C)cc2)C1 (centres undefined)	i	i	i	i	i	0.7	i	5.3	i	i	-1.4
CCOc1ccc(C(C)=O)cc1COC(=O)c1cc([N+](=O)[O-])ccc1N1CCOCC1	i	i	i	i	i	-7.2	i	-1.3	i	i	1.4
O=C(Nc1ccccc1C(=O)N1CCCCC1)C1CCCCC1	i	i	i	i	i	1.9	i	-0.8	i	i	-0.5
CCOc1ccc(S(=O)(=O)N2CCCC(C(=O)NCc3ccccn3)C2)cc1C (centres undefined)	i	i	i	i	i	5.0	i	-1.1	i	i	-0.5
O=c1c2ccccc2nnn1CSc1nnnn1-c1ccccc1	i	i	i	i	i	-2.5	i	-7.8	i	i	3.8
COc1ccc2[nH]c(=O)c(CN(C(=O)c3cccnc3)c3ccc(C)cc3C)cc2c1	i	i	i	i	i	-1.4	i	-7.8	i	i	0.2
CC(C)OC(=O)CSc1nnc(-c2ccccn2)n1-c1ccccc1	i	i	i	i	i	17.7	i	-1.1	i	i	0.1
